# PLK1 PBD inh: qHTS for Inhibitors of PLK1-PDB (polo-like kinase 1 - polo-box domain): Primary Screen. Plk1 PBD binding of FITC phosphopeptide, fluorescence polarization. Potency, µM, for the others: max response, negative = inhibition, hits mostly inhibitors. 360,000 tested, 2.8% active; also: potency is read from the fitted curve at half-maximal effect; series mostly up to about 57 µM; % is scaled to controls: 0 for no effect and ±100 for the full control effect; nearly all actives have a fitted effect of over 65% in size
# Target sequence (P53350 whole entry, looked up, the tested form may be a part): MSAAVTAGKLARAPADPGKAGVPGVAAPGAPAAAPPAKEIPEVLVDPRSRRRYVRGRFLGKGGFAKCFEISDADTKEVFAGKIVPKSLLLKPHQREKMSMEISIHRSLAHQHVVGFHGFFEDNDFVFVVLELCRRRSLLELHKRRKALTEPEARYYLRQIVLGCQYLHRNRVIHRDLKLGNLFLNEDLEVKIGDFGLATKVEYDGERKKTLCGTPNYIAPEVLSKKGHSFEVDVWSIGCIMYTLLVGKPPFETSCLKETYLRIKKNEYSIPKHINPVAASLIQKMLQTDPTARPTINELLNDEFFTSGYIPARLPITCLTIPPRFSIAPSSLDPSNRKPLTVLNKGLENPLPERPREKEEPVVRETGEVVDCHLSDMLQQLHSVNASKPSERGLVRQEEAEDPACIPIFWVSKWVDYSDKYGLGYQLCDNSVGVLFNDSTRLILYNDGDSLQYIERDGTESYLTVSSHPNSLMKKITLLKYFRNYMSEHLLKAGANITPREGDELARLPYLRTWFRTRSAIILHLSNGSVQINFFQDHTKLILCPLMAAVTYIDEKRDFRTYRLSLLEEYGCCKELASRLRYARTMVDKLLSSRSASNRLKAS
# D3 antag: qHTS of D3 Dopamine Receptor Antagonist: qHTS; max response, negative = inhibition, %; AID 652054, 2013; D3R cells, DiscoveRx beta-arrestin luminescence, antagonist mode; stronger effect = lower value; 360,000 tested, 2.5% active; D(3) dopamine receptor (Homo sapiens), P35462; in the data active = max response below about -50%; inconclusive = no clear call, values can overlap the other calls; also: % is scaled to controls: 0 for no effect and ±100 for the full control effect; mostly tested at two doses, the higher about 12 µM
# Target sequence (P35462 whole entry, looked up): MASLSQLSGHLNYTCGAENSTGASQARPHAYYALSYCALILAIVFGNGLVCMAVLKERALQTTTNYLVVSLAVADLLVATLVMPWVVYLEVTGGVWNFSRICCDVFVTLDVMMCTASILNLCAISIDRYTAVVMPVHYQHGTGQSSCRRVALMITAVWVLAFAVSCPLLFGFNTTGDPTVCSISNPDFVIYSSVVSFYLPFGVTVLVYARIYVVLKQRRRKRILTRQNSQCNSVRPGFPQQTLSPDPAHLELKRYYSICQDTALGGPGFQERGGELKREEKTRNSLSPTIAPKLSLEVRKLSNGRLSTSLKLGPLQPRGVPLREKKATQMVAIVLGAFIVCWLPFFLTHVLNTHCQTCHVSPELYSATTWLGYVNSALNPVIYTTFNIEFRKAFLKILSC
#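 Cells plated overnight at 1500 cells/well, then exposed to library compounds with dopamine controls for 90 minutes at 37 degrees C. DiscoveRx reagent added for 30–60 minutes at room temperature; luminescence read, quantitative HTS format.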
# DRD3 agonist: qHTS of D3 Dopamine Receptor Agonist: qHTS. D(3) dopamine receptor (Homo sapiens), P35462. D3R DiscoveRx beta-arrestin cells, luminescence, 90 min. max activation, %. 410,000 tested, 0.58% active. AID 652048, 2013; in the data active = max activation above about 30%; also: 0% is about no effect; mostly tested at two doses, the higher about 12 µM
#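 Agonist-mode cell screen: cells plated at 1500/well and incubated overnight at 37 °C, then exposed to library compounds for 90 min at 37 °C. Detection reagent was added for 30–60 min at room temperature, and luminescence was read.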
# IL-2 act: qHTS of IL-2 Activators; IL-2 activation reporter assay, cell-based qHTS; stimulated with anti-CD3/CD4/CD28 beads; in transgenic mouse T cells; activation, % (series mostly up to about 46 µM); 360,000 tested, 0.065% active; AID 652025, 2013; in the data active = activation above about 50%; inconclusive = mostly about 30% to 49%; also: 0% is about no effect
#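 First, unstimulated transgenic mouse T cells were exposed to compound for 60 min. Next, anti-CD3/anti-CD4-coated beads with anti-CD28 were added. Finally, after 18 h at 37 degrees C, EGFP and DsRed were imaged.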
# WRN helicase inh: qHTS for Inhibitors of WRN Helicase. Bifunctional 3'-5' exonuclease/ATP-dependent helicase WRN (Homo sapiens), Q14191. AID 651768, 2012. WRN helicase unwinding, fluorescent forked duplex, kinetic. Potency, µM (top dose mostly 114 µM), inactives show at the top dose activity change, negative = inhibition, hits mostly inhibitors. 360,000 tested, 0.46% active; also: potency is read from the fitted curve at half-maximal effect; % is scaled to controls: 0 for no effect and ±100 for the full control effect; nearly all actives have a fitted effect of over 55% in size
#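 Screening of the MLSMR collection measured strand separation of a quenched forked DNA duplex (100 nM) by 20 nM WRN with 2 mM ATP, all final. Compounds were preincubated with enzyme 15 min at room temperature.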
# GLP1R cytotox: qHTS of GLP-1 Receptor Inverse Agonists: Cytotox Screen. AID 624418, 2012. 410,000 tested, 0.13% active. Potency, µM (top dose mostly 38.3 µM), inactives show at the highest dose activity change, negative = inhibition, actives largely listed as inhibitors. HEK293 cAMP-luciferase reporter cells, luminescence, 24 h;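 also: loss of luciferase light is scored as toxicity; potency is read from the fitted curve at half-maximal effect; % is scaled to controls: 0 for no effect and ±100 for the full control effect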
#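 Luminescence readout: signal drop marks cytotoxicity. Plated cells grew 12 h at 37 °C, 5% CO2, received 23 nL compound for 24 h, then got luciferase reagent, read after 12 min at RT.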
# GLP-1R inv ag: qHTS of GLP-1 Receptor Inverse Agonists (Inhibition Mode); Glucagon-like peptide 1 receptor (Homo sapiens), P43220; HEK293 GLP-1R CRE-luciferase, luminescence, 24 h; GLP-1R form is constitutively active; Potency, µM (highest dose often 38.3 µM), for the others: at the highest dose activity change, negative = inhibition, hits mostly inhibitors; 410,000 tested, 1.6% active; also: potency is read from the fitted curve at half-maximal effect; % is scaled to controls: 0 for no effect and ±100 for the full control effect; nearly all actives have a fitted effect of over 55% in size
#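 Constitutively active GLP-1R drives a cAMP-responsive luciferase in stably transfected HEK293 cells; test compounds are added after overnight (12 h) attachment and left 24 hr, and signal loss in luminescence marks inhibition.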
# GLP-1R agonist: qHTS of GLP-1 Receptor Agonists; Glucagon-like peptide 1 receptor (Homo sapiens), P43220; HEK293 GLP-1R CRE-luciferase, luminescence, 4-6 h; cells express a hypersensitive GLP-1R form; Potency, µM (highest dose often 45.6 µM), inactives show at the top dose activation, usual class: activators; 380,000 tested, 0.007% active; also: potency is read from the fitted curve at half-maximal effect; % of control where 0% means no effect
# PI5P4Ka inh: qHTS for Inhibitors of phosphatidylinositol 5-phosphate 4-kinase (PI5P4K); 330,000 tested, 1.2% active; Phosphatidylinositol 5-phosphate 4-kinase type-2 alpha (Homo sapiens), P48426; PI5P4Kalpha enzyme, ADP-Glo luminescence, 60 min; stronger effect = lower value; AID 652105, 2013; max response, %; active = max response of -50% or lower; inconclusive = between -30% and -50%; inactive = -30% or higher; also: value at the top dose of about 77 µM; % is scaled to controls: 0 for no effect and ±100 for the full control effect
#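 Human PI5P4Kalpha with substrate in 0.038 M HEPES pH 7.4, 0.28 mM EGTA, 0.1% CHAPS, 5% DMSO; reaction started with 5 microM ATP (final), 60 min at room temperature. ADP formed read by ADP-Glo luminescence.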
# * = called active by the depositor; ? = inconclusive; . = not tested or not shown; & = joins results of further samples; [ ] = remark or other dose. Unless noted, calls follow the shape of the dose curve; as a rule, active = well fitted curve in the direction sought with a large enough effect; inconclusive = small, poorly fitted or top-dose-only effect, or another doubt; inactive = no such curve, though single readings can be large; an effect the other way counts as inactive or inconclusive.
SMILES,PLK1 PBD inh,D3 antag,DRD3 agonist,IL-2 act,WRN helicase inh,GLP1R cytotox,GLP-1R inv ag,GLP-1R agonist,PI5P4Ka inh
O=C(COc1ccc(Br)cc1)N1CCN(c2ncccn2)CC1,-5.7%,19.7,1.3,0.4,-1.8%,0.1%,0.0%,11.2%,-3.0
CCCN1CCc2c(sc3nc(SCC)n(-c4ccccc4)c(=O)c23)C1,-15.8%,-2.6,16.2,-0.6,1.8%,32.0%[activator],?,1.8%,-7.8
Cc1noc(C)c1S(=O)(=O)Nc1ccc2c(c1)C(=O)N([C@H](C)CO)C[C@H](C)[C@@H](CN(C)C(=O)NC(C)C)O2,?,13.7,-4.7,0.5,0.8%,1.6%,0.5%,-2.8%,-0.1
Cc1c(C(=O)OCCOc2ccccc2)[nH]c2c1C(=O)CCC2,-8.1%,3.3,0.5,-1.9,4.9%,-16.9%,?,-11.9%,-10.1
CC(C)CNC(=O)COC(=O)c1c2c(nc3ccccc13)/C(=C/c1cccs1)CC2,0.1%,6.8,-6.1,0.5,-28.3%[57.1 µM],-8.5%[1.53 µM],?,-1.5%,-19.7
C(=N\N1CCN(Cc2ccccc2)CC1)/c1ccc(-c2ccccc2)cc1,-4.4%,16.8,-0.4,-2.4,-8.8%,2.6%,24.2%,-2.1%,6.6
CC(C)=CC(=O)OCC(=O)Nc1cc(C)ccc1C,-1.1%,13.6,4.4,-0.8,2.8%,1.5%[0.307 µM],25.7%[0.307 µM],1.0%,3.9
COc1cc(C(=O)OCC(=O)NCC2CCCO2)cc(OC)c1OC (configuration not stated),0.3%,7.6,1.5,0.4,-3.6%,-5.2%,9.5%,13.2%,4.0
Cc1ccc(SCC(=O)OCC(=O)NCC2CCCCC2)cc1C,-16.7%,-24.4,-11.7,-5.7,1.8%,5.7%,6.8%,17.9%,-8.8
C/C(=N\NC(=O)C(C)Nc1cccc(Cl)c1)c1ccc([N+](=O)[O-])cc1 (configuration not stated),-1.5%,?,-4.5,2.5,1.5%,-15.2%,?,8.6%,11.3
Cc1cc2oc(C(=O)Nc3ccc(S(=O)(=O)N4CCCC(C)C4)cc3)cc(=O)c2cc1Cl (configuration not stated),2.0%,-8.2,-1.9,-1.1,-1.3%,-4.1%,5.7%,-7.8%,-7.7
COC(=O)c1ccc(NC(=O)C2CC(=O)N(c3cc(C)ccc3C)C2)cc1 (configuration not stated),-12.1%,34.0,-15.2,0.1,-1.6%,-30.0%,?,9.9%,7.0
CN(Cc1ccc(F)cc1)C(=O)COc1ccccc1-c1ccccc1,-0.9%,7.7,-1.4,-3.5,-9.1%,16.3%,?,21.9%,1.1
Oc1cccnc1Sc1cccc(C(F)(F)F)c1,-4.5%,3.0,-2.6,-3.2,-1.0%,-1.3%,-14.4%,9.3%,-0.4
O=C(Cc1c(Sc2ccccc2)c2ccccc2n1Cc1ccccc1)NCCO,2.3%,-73.0*,-24.3,0.0,-12.3%,-5.7%,?,6.2%,14.9
CCOC(=O)c1cc2n(c1C)-c1ccccc1C2=O,-7.5%,-19.6,-3.8,1.2,1.5%,3.4%,16.8%,1.7%,.
Cc1ccc(C)n1-c1ccc(C(=O)NN)s1,-9.0%,-27.1,-8.2,-5.4,1.2%,9.8%,14.3%,-0.2%,-1.4
C=CCn1c(=NC(=O)CN2C(=O)CCC2=O)sc2cc(S(N)(=O)=O)ccc21,?,1.6,2.1,-0.9,-4.8%,-1.9%,21.6%,4.7%,5.4
O=C(Cn1c2[n+](c3ccc(C(F)(F)F)cc31)CCCCC2)c1cccc([N+](=O)[O-])c1,-10.9%,-89.5*,-12.3,0.4,8.8%,2.2%,-3.7%,-1.6%,-2.0
Oc1ccc(CN2CCCCC2)nc1-c1ccccc1,-5.4%,-51.6*,12.6,-0.9,-2.6%,-12.5%,2.0%,-3.5%,2.3
CCCC(C(=O)NC1CCCC1)N(C(=O)c1snc(C(N)=O)c1N)c1ccc(OCC)cc1 (configuration not stated),-1.6%,?,-9.6,0.0,-15.1%,2.4%,17.9%,12.5%,-3.2
CC1Oc2ccccc2N(CC(=O)NCCc2ccccc2)C1=O (configuration not stated),-2.3%,-17.7,-0.3,0.1,5.6%,7.7%,3.6%,0.4%,-1.5
Clc1ccc(-c2cn3cc(Br)ccc3n2)cc1Cl,-3.0%,10.4,-3.4,-2.4,-10.0%,14.1%,-9.2%,-2.0%,0.4
CCOc1cc(C2C(C#N)=C(N)OC(C)=C2C(C)=O)cc(Br)c1O (configuration not stated),23.8µM*,?,-12.6,1.9,?,-3.2%,-2.8%,-0.3%,.
CC(=O)Nc1ccc(NC(=O)CSc2nnnn2-c2ccc3c(c2)OCCO3)cc1,-21.0%,-3.5,0.4,-0.5,5.0%,4.8%,-2.5%,-1.7%,1.0
CC(C)NC(=O)CCn1c(=S)oc2ccccc21,-12.7%,-21.0,3.6,-0.6,0.3%,7.3%,4.9%,-0.9%,2.2
CCOC(=O)C1CCN(C(=O)COc2ccc(S(=O)(=O)N3CCCC3)cc2C)CC1,-15.8%,0.6,5.3,1.3,9.5%,-0.5%,-3.5%,6.3%,-9.8
O=C(CNC(=O)c1ccco1)Nc1ccc(Cl)cc1,-9.1%,-9.6,-9.2,4.6,4.9%,7.9%,13.8%,5.8%,4.4
COc1ccc(S(=O)(=O)N2CCCCC2)cc1NC(=O)CSc1ncccn1,-4.9%,-1.5,6.0,-0.3,-10.3%,3.5%,24.8%,2.8%,3.8
CCOC(=O)c1[nH]c2ccc(F)cc2c1NC(=O)CN1CCN(C/C=C/c2ccccc2)CC1,-0.7%,?,-10.3,-0.8,-10.7%,?,?,-17.1%,3.5
Cc1ccc(-c2noc(CCC(=O)NC3CC3)n2)cc1,0.4%,-3.1,9.8,-3.0,5.8%,0.3%,8.3%,3.5%,19.1
CCCCC1=CC2=C(c3ccco3)C(=O)C(C)(OC(=O)c3ccc(OC)cc3)C(=O)C2=CN1C(CO)CO (configuration not stated),-13.7%,1.8,1.4,0.8,1.4%,12.1%,4.8%,0.4%,-27.4
CCCn1c2c(c(O)c(C(=O)Nc3nc4ccccc4s3)c1=O)CCCC2,-1.7%,9.8,1.6,-0.3,3.3%,10.7%,2.2%,-2.4%,10.9
CCOc1ccc(C(=O)c2cn(CC(=O)Nc3cc(OC)ccc3OC)c3cc(OC)c(OC)cc3c2=O)cc1,.,.,-10.6,.,.,2.3%,6.0%,-0.1%,.
CC(C)(C)c1ccc(S(=O)(=O)Nc2ccc(Cc3ccncc3)cc2)cc1,-7.5%,1.1,-6.5,-5.9,-32.9%,12.1%,-2.2%,3.3%,2.6
CNS(=O)(=O)c1cnccc1N1CCN(C)CC1,-10.8%,-9.9,-4.2,1.2,-1.4%,-1.1%,7.4%,18.7%,7.4
CCN(CC)CCOC(=O)c1ccc(NC(=O)c2cc3c(=O)n(CC)c4ccccc4c3s2)cc1,.,.,-10.4,.,.,7.9%,17.2%,2.3%,.
O=C(Cc1ccccc1)NNC1CC(=O)N(c2ccc(Cl)cc2)C1=O (configuration not stated),-12.0%,-7.5,6.5,0.5,-0.2%,6.9%[0.307 µM],1.7%[0.307 µM],-16.4%,4.1
O=C1CC(=C(c2ccccc2)c2ccccc2)C(=O)N1CCCN1CCN(c2cccc(Cl)c2)CC1,-0.2%,?,-13.8,-0.1,-8.3%,-10.5%,?,-17.2%,11.3
O=C(c1ccccc1)N(C(=O)c1ccccc1)c1ccccc1,5.3%,9.2,3.5,-3.8,4.9%,-18.1%,-20.4%,10.6%,1.4
O=C(Cc1ccccc1Cl)N/N=C/c1cccnc1,-9.2%,-14.4,0.3,-0.4,3.0%,-1.9%,10.2%,-2.9%,2.0
C=CCOc1cccc(C2C(C(=O)c3ccc(C)o3)=C(O)C(=O)N2CCN(C)C)c1 (configuration not stated),-11.6%,-63.5*,-6.6,-0.1,-5.1%,-14.7%,7.9%,-7.0%,-0.6
Cc1ccc2occ(-c3cc(-c4ccc(Cl)cc4)nc4c3COc3ccccc3-4)c(=O)c2c1,.,.,-6.9,.,.,1.4%,8.7%,0.0%,.
CC(=O)c1ccc(OC(=O)N(c2ccccc2)c2ccccc2)cc1,2.6%,-6.5,2.8,5.2,-14.9%,-1.0%,?,-1.8%,-5.5
Cc1ccc(S(=O)(=O)N(CC(=O)Nc2cccc(C)c2C)C(=O)N2CCN(C)CC2)cc1,-6.9%,-14.7,-4.6,1.2,-9.8%,12.1%,10.3%,-12.5%,4.8
CCN(c1ccccc1)S(=O)(=O)c1nnc(NC(=O)c2ccco2)s1,-19.6%,-11.0,-8.1&-18.0,-1.0,3.2%,7.0%&0.1%,-21.6%&-22.0%,-1.7%,-16.0
Cc1ccc(SCc2cc(=O)[nH]c(Nc3nc(C)c4ccc(C)cc4n3)n2)cc1,-2.1%,?,-2.7,-0.5,-3.9%,3.8%,7.1%,-3.2%,2.3
CC(OC(=O)CN1C(=O)C2CC=CCC2C1=O)C(=O)Nc1ccc(F)cc1Cl (configuration not stated),2.7%,13.3,-7.1,0.1,-10.5%,1.1%,-8.5%,-2.3%,-2.9
